Bioassay records: PubChem BioAssay, Icahn School of Medicine at Mount Sinai
RBX1-CUL1 inh – inhibitors of human ROC1-CUL1 ubiquitin ligase activity | AID 1347404, 2020 | actives 0.6% (n = 140,000) | inhibition, % at 10 µM | in vitro K48 di-Ub FRET, acceptor:donor ratio, 45 min; in the data active means inhibition above about 25%
Target sequence (P62877 whole entry, looked up): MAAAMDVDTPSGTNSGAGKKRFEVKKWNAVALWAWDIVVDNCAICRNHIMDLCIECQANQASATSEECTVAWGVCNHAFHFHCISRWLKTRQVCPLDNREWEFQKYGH
Target sequence (Q13616 whole entry, looked up): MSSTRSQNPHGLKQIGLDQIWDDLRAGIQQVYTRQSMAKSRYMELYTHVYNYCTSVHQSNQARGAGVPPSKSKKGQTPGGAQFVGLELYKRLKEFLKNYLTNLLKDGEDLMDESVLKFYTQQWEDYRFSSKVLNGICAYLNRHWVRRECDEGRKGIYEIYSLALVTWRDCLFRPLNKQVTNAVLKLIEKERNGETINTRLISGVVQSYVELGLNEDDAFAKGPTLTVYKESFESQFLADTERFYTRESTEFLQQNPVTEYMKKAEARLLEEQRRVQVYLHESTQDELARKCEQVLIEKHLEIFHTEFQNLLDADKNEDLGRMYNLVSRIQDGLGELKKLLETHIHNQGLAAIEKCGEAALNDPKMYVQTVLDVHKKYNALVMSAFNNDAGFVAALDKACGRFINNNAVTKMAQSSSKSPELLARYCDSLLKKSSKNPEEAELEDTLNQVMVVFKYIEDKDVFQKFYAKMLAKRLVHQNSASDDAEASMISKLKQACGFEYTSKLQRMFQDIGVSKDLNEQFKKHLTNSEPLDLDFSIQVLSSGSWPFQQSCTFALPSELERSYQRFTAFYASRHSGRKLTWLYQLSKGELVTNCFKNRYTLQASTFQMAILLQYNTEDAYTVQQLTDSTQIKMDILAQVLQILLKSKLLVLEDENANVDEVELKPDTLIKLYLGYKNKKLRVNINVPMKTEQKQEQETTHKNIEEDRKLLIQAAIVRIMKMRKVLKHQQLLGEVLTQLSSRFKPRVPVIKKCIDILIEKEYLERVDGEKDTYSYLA
The depositor's hits bear a star.

SMILES | RBX1-CUL1 inh
O=C(CSc1nn2c(SCC(=O)Nc3ccccn3)nnc2s1)Nc1ccccn1 | -9.8
Cc1ccc2cccc(OC(=O)c3cc(I)ccc3Cl)c2n1 | -3.8
C1CCC(N=C(NC2CCCCC2)NC23CC4CC(C2)C(C4)C3)CC1 | -5.1
CC(=O)Nc1ccc(N=Cc2cn(C(C)=O)c3ccccc23)cc1 | 5.7
COc1ccccc1NC(=O)c1sc2ncccc2c1N | -4.2
COC(=O)C(OC)c1c(OC)cccc1OC (stereo unspecified) | 6.6
COC(=O)C1(C(F)(F)F)N=C2C=CC(Br)=CN2C(c2ccc(C)cc2)=N1 (stereo unspecified) | 2.1
CCc1nnc(NS(=O)(=O)c2ccc(NC(=O)c3ccc(C)cc3)cc2)s1 | 6.2
Cc1ccc(NC(=O)CN2C(=O)C(C)(C)c3ccccc32)cc1 | -11.2
CCc1ccc(NC(=O)C(NS(=O)(=O)c2cccc3nsnc23)c2ccccc2)cc1 (stereo unspecified) | -1.5

Reformatted tab-delimited: 4 of the compounds above.
canonical_smiles	RBX1-CUL1 inh
CC(=O)Nc1ccc(N=Cc2cn(C(C)=O)c3ccccc23)cc1	5.7
Cc1ccc(NC(=O)CN2C(=O)C(C)(C)c3ccccc32)cc1	-11.2
CCc1ccc(NC(=O)C(NS(=O)(=O)c2cccc3nsnc23)c2ccccc2)cc1 (stereo unspecified)	-1.5
C1CCC(N=C(NC2CCCCC2)NC23CC4CC(C2)C(C4)C3)CC1	-5.1

Next section.
SMILES | RBX1-CUL1 inh
C=CCn1c(=O)n(CC)c(=O)c2ccccc21 | 0.4
CC(NC(=O)NC1CCCCC1)C(C)(C)C (stereo unspecified) | -7.7
Cc1c(C(=O)NCC2CCCO2)nnn1-c1ccccc1 (stereo unspecified) | -5.3
Cc1ccc(N2CC(C(=O)O)CC2=O)cc1C (stereo unspecified) | 9.9
O=C(O)COc1ccc(Br)cc1/C=C1\SC(=O)N(c2cccc(Cl)c2)C1=O | 50.9*
CCc1ccc(-c2cn3c(C(=O)N(CC)CCO)csc3n2)cc1 | 1.1
CCCCCCCC(=O)Nc1ccc(OCC)cc1 | 0.4
Cc1ccc(NC(=O)CC(C(=O)O)N2CCNCC2)c(C)c1 (stereo unspecified) | -1.4
OCC1(CCc2ccccc2)CCCN(Cc2c[nH]c3ccccc23)C1 (stereo unspecified) | -1.0
Cc1c(NC(=O)Cc2ccccc2)cccc1C(=O)NN1C(=O)c2ccccc2C1=O | 8.5
CS(=O)(=O)N1CCC(Oc2ccc(C(=O)NCc3ccco3)cc2Cl)CC1 | 12.7
CN(C)CCNC(=O)c1ccc(OC2CCN(C3CCSC3)CC2)c(Cl)c1 (stereo unspecified) | 5.4
CC(=O)c1ccc(OCC(O)CN2CCN(CCN3C(=O)c4cccc5cccc(c45)C3=O)CC2)cc1 (stereo unspecified) | 6.4
CC(=O)Nc1ccc(CN2CCOc3ccc(CN4CCC(Oc5cccnc5)CC4)cc3C2)cc1 | 0.3
Cc1ccc(CNCc2ccccc2)s1 | -13.1
CC1(C)OC(c2ccccc2)=C/C(=C\C=C2C(=O)c3ccccc3C2=O)O1 | 2.4
COc1ccc2nc(NC(=O)CS(=O)(=O)Cc3ccccc3)sc2c1 | -8.3
Cc1cc(C)c(Cn2c(C(O)c3ccccc3)nc3ccccc32)c(C)c1 (stereo unspecified) | -4.4
CCn1c(SCC(=O)Nc2cccc(C)c2C)nnc1-c1ccc(N)cc1 | -2.0
O=C(O)c1sccc1-c1ccsc1 | 6.8
CSCCc1n[nH]c2c1CN(C(=O)c1nn(C)cc1Cl)CC2 | 5.0
C[C@]12C(C#N)=CC(c3ccccc3)[C@@]1(C)C(C#N)=CC2c1ccccc1 (stereo partly specified) | -1.4
COc1ccc(NCC(CC(=O)O)C(=O)O)cc1 (stereo unspecified) | 9.2
c1cc(N2CCCOCC2)ncc1-c1nc(C2CC2)no1 | -5.7
Cc1ccc(OCc2ccc(-c3nc(C#N)c(N4CCC(C)CC4)o3)o2)cc1 | 5.0
CCN(CC)c1nc2c(S(=O)(=O)c3ccc(C)cc3)nnn2c2ccsc12 | -4.7
O=C(CCCOc1ccc(Cl)cc1Cl)NNc1ccc([N+](=O)[O-])cc1[N+](=O)[O-] | 3.9
CCCc1nn2c(=O)cc(COC(=O)c3cccc(NC(=O)CCc4ccccc4)c3)nc2s1 | -7.1
CCOc1cccc(C(=O)NNC(=O)C2C3C=CC(C3)C2C(=O)O)c1 (stereo unspecified) | 4.3
CC(C)(C)OC(=O)N1CCC(c2c(C(=O)N3CCN(C(=O)c4ccco4)CC3)cnn2-c2cccc(Cl)c2)CC1 | 3.2
COc1ccccc1CNC(=O)CCn1c(=O)c2ccccc2n(CC(=O)Nc2ccc(Br)cc2F)c1=O | 3.3
COc1ccc(C2c3c(n[nH]c3C(C)C)OC(=N)C2C#N)cc1OC (stereo unspecified) | 2.0
O=C(NC1CCC(NC(=O)c2cnccn2)CC1)c1cnccn1 (stereo unspecified) | -10.6
CCOc1ccc(-c2nc(C#N)c(NCCCOC)o2)cc1 | 6.0
CC(C)Cc1ccc(/C=C/C(=O)N2CCN(c3ccccc3C(F)(F)F)CC2)cc1 | -2.1
O=C(c1cccnc1)c1conc1C(=O)c1ccc(Br)cc1 | -3.3
COC(=O)/C=C(\CS(=O)(=O)c1ccccc1)C(=O)OC | -2.3
CCCNC(=O)C12CCC(C)(C(=O)C1Br)C2(C)C (stereo unspecified) | -0.2
Cc1ncc(CN(C)C2CCCN(CCc3ccccc3)C2)n1C (stereo unspecified) | 2.9
Cc1ccc(O)c(NS(C)(=O)=O)c1 | 1.9

Structures shown so far with a thiophene ring, fused or not, in the order listed:
SMILES | RBX1-CUL1 inh
COc1ccccc1NC(=O)c1sc2ncccc2c1N | -4.2
Cc1ccc(CNCc2ccccc2)s1 | -13.1
O=C(O)c1sccc1-c1ccsc1 | 6.8
CCN(CC)c1nc2c(S(=O)(=O)c3ccc(C)cc3)nnn2c2ccsc12 | -4.7

Later entries:
SMILES | RBX1-CUL1 inh
CCOc1ccc(CCNC(=O)CCCn2c(=O)c3cccn3c3ccccc32)cc1 | 7.1
COc1ccc(/C=N/N2CCOCC2)cc1Cn1cc([N+](=O)[O-])cn1 | 2.2
CCN1CCN(C(=O)c2ccc(OC)c(S(=O)(=O)N3CCCCC3)c2)CC1 | -11.7
FC(F)(F)c1cccc(CN2CCCC(c3ccnc(SCCN4CCCC4)n3)C2)c1 (stereo unspecified) | 3.3
COc1ccc(OC)c(NC(=O)c2ccc3c(SCC(=O)O)c4c(nc3c2)CCCC4)c1 | -7.1
O=C1CCCCN1CC(=O)N1CCCC(CCc2ccc(F)cc2F)C1 (stereo unspecified) | -2.4
CN(C)c1ccccc1C(=O)NC1CC(=O)N(CCc2ccccc2)C1 (stereo unspecified) | -0.7
CS(=O)(=O)c1nnc(C(F)(F)F)s1 | 5.8
Cc1cc(-n2c(SCc3ccccc3F)nc3[nH]ncc3c2=O)ccc1Cl | -5.4
Cc1c(C(=O)Nc2ccc(F)cc2)sc2nc[nH]c(=O)c12 | -0.2
CCOC(=O)Cc1ccc(NC(=O)NCc2cccn2Cc2ccccc2)cc1 | -5.9
CN(Cc1cc2cc(F)ccc2[nH]1)C(=O)C1CCC(=O)N(C2CC2)C1 (stereo unspecified) | -0.9
O=C(CCn1c(=O)c2ccccc2n(CC(=O)Nc2cccc(F)c2)c1=O)NCCc1ccccc1 | -1.7
CN1CCN(C(=O)CN2C(=O)/C(=C/c3ccccc3)SC2=S)CC1 | -6.0
COc1ccc(/C=c2/sc3n(c2=O)C(c2cccs2)C2=C(N=3)c3ccccc3CC2)c(OC)c1 (stereo unspecified) | -9.5
Cc1ccc(CNc2nc3c(c(=O)n(C)c(=O)n3C)n2Cc2ccc(Cl)cc2)cc1 | 7.1
CCCOc1ccc(C2C(C(=O)c3ccc(F)cc3)C(=O)C(=O)N2CCCN(C)C)cc1OCC (stereo unspecified) | 2.0
COc1ccc(Nc2nc(-c3ccccc3)c3cc(Br)ccc3n2)cc1 | 3.3
CC(C)Oc1ccc(/C=C2\SC(=N)NC2=O)cc1 | 0.3
OC(COc1ccccc1CN1CCc2ccccc2C1)CN1CCSCC1 (stereo unspecified) | 10.3

3 compounds picked at random from the list so far:
SMILES | RBX1-CUL1 inh
CCCOc1ccc(C2C(C(=O)c3ccc(F)cc3)C(=O)C(=O)N2CCCN(C)C)cc1OCC (stereo unspecified) | 2.0
CC(C)Oc1ccc(/C=C2\SC(=N)NC2=O)cc1 | 0.3
OC(COc1ccccc1CN1CCc2ccccc2C1)CN1CCSCC1 (stereo unspecified) | 10.3

Continuation:
SMILES | RBX1-CUL1 inh
O=C(NCC1CCCN(C(=O)CCN2CCCCC2=O)C1)c1ccc(F)cc1 (stereo unspecified) | 5.2
CC(C)NC(=O)/C=C/c1cccc2ccccc12 | -2.5
Cn1c(=O)c2ncn(CC(=O)Nc3ccc(-c4cc5ccccc5oc4=O)cc3)c2n(C)c1=O | -4.0
Cc1cc2nc(N=C3N=C4CCCC4C(=O)N3)nc(C)c2cc1C (stereo unspecified) | 11.3
COc1ccc2oc(=O)c(C(=O)NCCc3c(C)[nH]c4c(Cl)cccc34)cc2c1 | -4.4
CCCCNC(=O)Cn1c(=O)cc(C)c2c(C)nn(-c3cccc(Cl)c3C)c21 | -0.1
N#CC1C(=N)Oc2cc(N)ccc2C1c1ccc(Cl)c(Cl)c1 (stereo unspecified) | 0.4
COC(=O)[C@H]1O[C@H](c2ccccc2)O[C@H]1c1ccccc1 | 1.5
O=C(NCCN1CCCC1=O)Nc1ccccc1 | -0.5
COc1ccc(-c2cc(C(=O)O)n(Cc3ccccc3)n2)cc1 | 4.8
O=c1cc(C2CCNCC2)nc(-c2ccc(CN3CC[C@@H](O)C3)cc2)[nH]1 | 6.5
O=C(O)c1cccc(COc2cccc(Br)c2)c1 | -1.4
COc1ccccc1NC(=O)CSc1ncc(CO)n1Cc1ccc(F)cc1 | 1.8
CC(NC(=O)c1ccc(Nc2nc3ccccc3n3nnnc23)cc1)c1ccccc1 (stereo unspecified) | 3.1
Cc1c([N+](=O)[O-])c(C(F)(F)F)nn1CC(N)=O | 11.7
NS(=O)(=O)c1ccc(NC(=O)CC(=O)Nc2ccc(S(N)(=O)=O)cc2)cc1 | -0.4
COc1ccc(OC)c(Nc2cc(C(=O)NCc3ccccc3)c3ccccc3n2)c1 | 5.7
COc1ccccc1CCNC(=O)c1cccn1-c1nnc(N2CCCCC2)s1 | -3.3
CC1CCCC(C)N1c1ncnc(Cl)c1[N+](=O)[O-] (stereo unspecified) | 0.3
Cn1cc(CN(CCN2CCCCC2)CC2CCCN(C3CCCC3)C2)cn1 (stereo unspecified) | -2.3
COc1cc(CC2=NC(=O)N(c3ccc(Cl)cc3)C2=O)cc2c1OCO2 | -3.5
CCCCCCCCCCCCCCCC[n+]1ccc(/C=C/c2ccc(N(C)C)cc2)cc1 | 28.7*
CC1(C(=O)N2CCCCC2)CC1(Br)Br (stereo unspecified) | -2.7
NC(=O)c1ncc(-c2ccccc2)[nH]c1=O | 0.7
Cc1ccc(Cl)cc1NC(=O)CSCc1cnn(-c2ccccc2)c1-n1cccc1 | -10.9
Cc1ccc(-n2c(=O)c3cccnc3n2CC(=O)NCc2ccc(Cl)cc2)cc1 | 3.6
O=C1CC2CCCC(C1)N2C(=O)c1ccccc1 | 8.6
CC1=C(C(=O)NCc2cccc(Cl)c2)C2(CCCCCC2)OC1=O | 4.2
CN(C)CC(Cc1cc(Cl)cc(Cl)c1Sc1ccccc1)c1ccc(Cl)c(Cl)c1Sc1ccccc1 (stereo unspecified) | -2.9
COc1ccc(N(CC(=O)NCCSc2ccc(C)cc2)S(C)(=O)=O)cc1OC | -9.7
Cc1ccc([N+](=O)[O-])cc1NC(=O)CSc1nnc(-c2ccc(Br)cc2)n1C | 4.4
O=C(Nc1ccccc1)C1=C(N2CCCCC2)c2ccccc2S1(=O)=O | 10.3
CCOC(=O)C(C)(C)Sc1ccc(C(=O)c2ccc(Cl)cc2)s1 | -2.3
Cc1c(Br)cc(N)c([N+](=O)[O-])c1Br | 0.3
COc1cc(CNC(C)(C)CO)cc(Br)c1OCc1ccc(Cl)cc1 | -3.3
CCc1nn2c(=O)cc(COC(=O)c3cccs3)nc2s1 | -4.6
COc1ccc(/C=C2\N=C(SCC(=O)Nc3ccccc3)N(C)C2=O)cc1OC | -3.6
C=CCn1c(SCC(N)=O)nc2sc3c(c2c1=O)CCCC3 | -5.9
C=CCN1C(=O)C(CC(N)=O)NC1=S (stereo unspecified) | 1.2
CCOC(=O)C1C(c2ccc(F)c(F)c2)NC(=O)N(C)C1(O)C(F)(F)F (stereo unspecified) | -10.6
FC(F)(F)c1nnnn1CCc1ccccc1 | -3.1
O=C(CSc1nc(-c2cccs2)cc(C(F)(F)F)n1)NCc1cccs1 | -6.5
Cc1noc(C)c1C(=O)Nc1ccc(Br)cc1F | 6.5
CCOc1ccc(/C=N/NC(=O)CN2CCCCC2)cc1OCC | 0.4
CCN(CC1CCCN(CCc2cccc(F)c2)C1)C(=O)c1ccc(=O)n(C)n1 (stereo unspecified) | -2.6
C=CCN1C(=O)C2(OCCCO2)c2c(C)ccc(C)c21 | 3.8
Cc1cc2nc(-c3nc4c(s3)CCCC4)cc(=O)n2[nH]1 | 5.7
Cc1nnc(Nc2ccc(F)c(Cl)c2)[nH]c1=O | -1.6
CC1Cc2ccccc2N1C(=O)c1ccnc(C(C)(C)C)c1 (stereo unspecified) | 4.9
CC1=C(C(=O)Nc2cccc(F)c2)C2(CCCCC2)OC1=O | 8.9

(listing goes on)
SMILES | RBX1-CUL1 inh
COCCCN1C(=O)CC(CC(=O)N(C)Cc2ccccn2)(c2ccccc2Cl)C1=O (stereo unspecified) | 8.2
CCOc1ccc(NC(=O)CSc2nnc(COc3c(C)cccc3C)n2C)cc1 | 7.4
CCOC(=O)c1c(NC(=O)C(C)(C)C)sc(CC)c1-c1ccccc1 | -5.8
Cc1ccc2nc(NC(=O)CSc3nccn3-c3ccc(Cl)cc3)sc2c1 | -2.0
CCN(CC)c1ccc(NS(=O)(=O)c2ccc(-c3coc(C)n3)cc2)c(C)c1 | 5.1
CCNc1oc(-c2cccs2)nc1S(=O)(=O)c1ccc(Cl)cc1 | -3.9

This is a subset; count on the stated rates, not on these rows.
